ALDH1A1 block – blocks purified human ALDH1A1 activity. P00352. Purified ALDH1A1, NADH fluorescence, propionaldehyde substrate. Potency, µM (highest dose often 75.3 µM), without a hit: at the top dose activity, negative = inhibition, hits mostly inhibitors. 7.3% of 220,000 active. AID 1030; active = well fitted inhibition curve with a large enough effect, not every such curve was filed as active; inconclusive = small, poorly fitted or top-dose-only effect, or another doubt; inactive = no such curve, though single readings can be large or run the other way;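 note: plate controls were no enzyme wells and a reference inhibitor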
Target sequence (P00352 whole entry, looked up): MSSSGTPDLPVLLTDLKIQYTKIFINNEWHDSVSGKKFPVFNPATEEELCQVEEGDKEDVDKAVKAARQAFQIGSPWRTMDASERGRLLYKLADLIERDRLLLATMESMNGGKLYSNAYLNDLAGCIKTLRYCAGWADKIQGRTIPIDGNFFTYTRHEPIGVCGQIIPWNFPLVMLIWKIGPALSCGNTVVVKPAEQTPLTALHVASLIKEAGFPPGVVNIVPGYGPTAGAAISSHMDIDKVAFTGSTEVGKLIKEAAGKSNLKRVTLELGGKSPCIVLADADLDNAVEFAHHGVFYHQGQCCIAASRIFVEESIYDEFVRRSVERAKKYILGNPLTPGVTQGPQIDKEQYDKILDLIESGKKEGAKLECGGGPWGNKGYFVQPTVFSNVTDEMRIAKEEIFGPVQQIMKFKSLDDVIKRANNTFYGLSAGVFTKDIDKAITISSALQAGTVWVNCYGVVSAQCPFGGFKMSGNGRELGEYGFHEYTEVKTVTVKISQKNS
RECQ1 helicase – RECQ1 (human) helicase inhibition. P46063. RECQ1 DNA unwinding, red fluorescence kinetic read. Potency, µM (doses to about 57.3 µM), for the others: at the top dose activity, negative = inhibition, hits mostly inhibitors. 0.54% of 240,000 active;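 note: plate controls were vehicle for no effect and no enzyme for full effect; nearly all actives have a fitted effect of over 30% in size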
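50 nM RECQ1T1 preincubated 15 min with compound in Tris pH 8.0 buffer with MgCl2, DTT, Tween-20 and 2.5 ug/ml poly(dI-dC); started with 200 nM TAMRA/BHQ-2 forked duplex and 2 mM ATP. Unwinding read as fluorescence (525/598 nm), two reads 2 h apart.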
SMN2 splice enh – increases expression of the SMN2 splice variant. HEK293 SMN2-luciferase splicing reporter, luminescence, 30-36 h. Potency, µM (top dose mostly 46.1 µM), inactives show at the highest dose activity change, positive = activation, actives largely listed as activators. 2.8% of 210,000 active. AID 1458; note: % of control where 0% means no effect; nearly all actives have a fitted effect of over 55% in size
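HEK293 cells carry an SMN2 […]–luciferase reporter in which exon 7 inclusion puts luciferase in frame. Cells were plated 10-12 h before compound addition, then incubated 30-36 h at 37C. ONE-Glo luminescence was read; sodium butyrate at 4.5 mM final served as control.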
L3MBTL1 block – inhibitors of human L3MBTL1. AlphaScreen L3MBTL1–H3K9me1 peptide binding. Potency, µM (top dose mostly 57.1 µM), inactives show at the highest dose activity, negative = inhibition, actives largely listed as inhibitors. Q9Y468. 0.66% of 230,000 active; note: % is set by controls: 0 for no effect and ±100 for the full control effect; nearly all actives have a fitted effect of over 60% in size
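AlphaScreen assay: L3MBTL1 (50 nM final) was preincubated 30 min at room temperature with biotinylated H3(1-15)K9me1 peptide (75 nM final), then 30 min with library compounds; streptavidin donor and nickel chelate acceptor beads (10 ug/mL final) added, 30 min dark.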
LMNA splice mod – changes lamin A minigene splicing in HeLa cells; 0.01% of 200,000 active; HeLa LMNA splicing GFP/RFP minigene ratio, 48 h; Potency, µM (highest dose often 46.1 µM), for inactives: at the top dose ratio change, negative = inhibition, actives largely listed as inhibitors; active = well fitted inhibition curve with a large enough effect in the signal ratio, with a control signal flat, not every such curve was filed as active; inconclusive = small, poorly fitted or top-dose-only effect, or effect the other way, or a change in a side signal; the % refers to the signal ratio; note: % is set by controls: 0 for no effect and ±100 for the full control effect
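S3 HeLa stable clones carrying a lamin A-EGFP splicing minigene plus DsRed2 were seeded at 600 cells/well in Opti-MEM with 2% FBS, pin-dosed and incubated 48 h at 37°C. Acumen cytometry (488 nm) gave the GFP/RFP total-intensity ratio.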
KinaseGlo FLuc – counter-screen: inhibitors of Kinase-Glo firefly luciferase | Potency, µM (highest dose often 38.3 µM), without a hit: top-dose activity change, negative = inhibition, most hits filed as inhibitors | AID 1379 | Kinase-Glo luciferase, ATP luminescence, 8 min | 0.28% of 200,000 active; note: % is set by controls: 0 for no effect and ±100 for the full control effect; nearly all actives have a fitted effect of over 60% in size
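Compound is pinned into ATP-containing buffer (10 uM ATP, imidazole pH 7.2, 7 mM MgCl2). Kinase-Glo luciferase reagent is then added. Light output is recorded following an 8-min room-temperature incubation.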
KDM4E inh – JMJD2E (human) inhibition. Potency, µM (highest dose often 57.1 µM), without a hit: at the highest dose activity change, negative = inhibition, hits mostly inhibitors. JMJD2E catalytic domain, FDH-coupled NADH fluorescence (FDH is formaldehyde dehydrogenase). B2RXH2. 1.6% of 230,000 active; active = well fitted inhibition curve with a large enough effect, not every such curve was filed as active; inconclusive = small, poorly fitted or top-dose-only effect, or another doubt; inactive = no such curve, though single readings can be large or run the other way;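 note: 0% = wells with enzyme and -100% = buffer wells without enzyme; nearly all actives have a fitted effect of over 50% in size; many of its hits are not listed in these tables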
Target sequence (B2RXH2 1-337 limits assumed): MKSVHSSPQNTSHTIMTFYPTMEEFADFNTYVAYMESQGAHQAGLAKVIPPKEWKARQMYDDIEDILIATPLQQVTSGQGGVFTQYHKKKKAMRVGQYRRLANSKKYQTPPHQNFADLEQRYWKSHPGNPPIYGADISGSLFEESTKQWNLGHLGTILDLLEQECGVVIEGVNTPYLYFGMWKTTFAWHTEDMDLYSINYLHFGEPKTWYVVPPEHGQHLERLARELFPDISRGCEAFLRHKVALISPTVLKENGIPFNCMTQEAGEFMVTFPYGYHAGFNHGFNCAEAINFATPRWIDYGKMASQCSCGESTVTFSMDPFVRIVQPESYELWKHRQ
Tau fibril ThT – inhibitors of human tau fibril formation, thioflavin T binding; P10636; recombinant tau K18 P301L (four-repeat tau fragment), heparin-induced fibrillization, ThT fluorescence; Potency, µM (highest dose often 57.4 µM), inactives show at the highest dose activity, negative = inhibition, most hits filed as inhibitors; 2.1% of 270,000 active; note: % is set by controls: 0 for no effect and ±100 for the full control effect; nearly all actives have a fitted effect of over 55% in size
Target sequence (P10636 561-689 P618L limits assumed): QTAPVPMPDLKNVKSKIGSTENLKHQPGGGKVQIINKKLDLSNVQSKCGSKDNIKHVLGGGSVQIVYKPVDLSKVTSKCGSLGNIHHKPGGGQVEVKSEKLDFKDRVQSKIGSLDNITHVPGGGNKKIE
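Heparin-induced fibrillization of the P301L-mutant K18 repeat-domain fragment of human tau was followed by ThT binding in quantitative high-throughput format.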
Numbers without * were called inactive; i = inactive; ? = inconclusive; nt = not tested or not shown; [ ] = another dose, or the depositor's remark. Unless noted, calls come from the whole dose curve; as a rule, active = well fitted curve in the direction sought with a large enough effect; inconclusive = small, poorly fitted or top-dose-only effect, or another doubt; inactive = no such curve, though single readings can be large; an effect the other way counts as inactive or inconclusive. Potency is the fitted concentration of half-maximal effect. An excerpt, so the mix of outcomes need not match the whole.

SMILES	ALDH1A1 block	RECQ1 helicase	SMN2 splice enh	L3MBTL1 block	LMNA splice mod	KinaseGlo FLuc	KDM4E inh	Tau fibril ThT
CCC(Sc1ncnc2c1c(-c1ccccc1)cn2-c1ccc(OC)cc1)C(=O)OC (configuration not stated)	-11%	-6%	2%	1%	?	0%	?	-9%
Cc1ccc(C)n1-c1sc2c(c1C#N)CCCC2	-5%	-11%	16%	-9%	19%	-2%	-8%	-14%
CC(=O)NCCNc1nc(-c2ccccc2C(F)(F)F)nc2ccccc12	15%	-6%	-4%	nt	-4%	4%	-1%	-1%
CCOc1ccccc1NC(=O)c1cc(CC(C)C)oc1C	-5%	-15%	-18%	35%[activator]	-9%	2%	14%	?
COC(=O)c1cccc(COC(=O)c2ccccc2NC(=O)c2ccco2)c1	?	-2%	18%	nt	9%	6%	?	?
COc1ccc(NC(=O)C2CCN(C(=O)c3cccs3)CC2)c(OC)c1	2%	-2%	-18%	3%	3%	-6%	-1%	-8%
O=C(O)c1cccc(CSc2nnc(-c3ccco3)o2)c1	5%	-4%	19%	nt	15%	0%	5%	-2%
Cc1nnc(NC(=O)c2sc3ccccc3c2Cl)s1	-6%	3%	13µM*	7%	-8%	-11%	-10%	?
COc1ccccc1C(=O)NCC(=O)N/N=C/c1cccc(Cl)c1	25%	-12%	-27%	nt	nt	1%	-4%	?
Cc1cc(C(=O)COC(=O)/C=C/c2cccc(F)c2)c(C)n1C	?	-3%	-3%	nt	-3%[46 µM]	-2%	-11%	-12%
CCN(CC)C(C(=O)NC1CCCCC1)c1ccc(C)cc1 (configuration not stated)	1%	1%	-26%	nt	nt	-5%	6%	3%
C/C(=N\OC(=O)c1ccc(F)cc1)c1sc(-c2ccccc2)nc1C	13%	-6%	20µM*	3%	4%	-5%	4%	?
Cc1cccc(-c2nnc3sc(-c4ccccc4C)nn23)c1	-8%	-3%	-9%	5%	?	-1%	-7%	?
COC(=O)c1ccc(Nc2nc(C)cc(C)n2)cc1	-1%	-2%	-6%	-2%	0%	-6%	?	-8%
O=c1ccc2cc(S(=O)(=O)N3CCN(c4ccccc4)CC3)ccc2o1	11%	-1%	-26%	-15%	-12%	0%	1%	2%
CC1Nc2nc(N(C)C)[nH]c(=O)c2NC1C (configuration not stated)	?	-1%	-7%	11%	?	1%	?	3%
Cc1cccc(SCc2noc(C(=O)NC(C)C)c2C(=O)O)c1	-13%	-1%	?	5%	4%[0.0737 µM]	3%	-4%	4%
Cc1ccc(C(=O)NNC2=Nc3cccc4cccc2c34)cc1	2%	0%	-3%	-17%	?	0%	-2%	?
COC(=O)Nc1c(C)n(C)n(-c2ccccc2)c1=O	5%	-5%	10%	-10%	2%	-1%	3%	-4%
O=C(CNC(=O)C(c1ccccc1)c1ccccc1)N/N=C\c1ccc2c(c1)OCO2	5%	-13%	6%	3%	-7%	0%	-3%	4%
CN1CCN(C(=O)c2ccc(-n3cccc3)cc2)CC1	4%	-3%	9%	-5%	2%	3%	3%	-2%
CCc1ccc(NC(=O)C(C)OC(=O)c2cc(=O)[nH]c3ccc(S(=O)(=O)Nc4ccc(F)cc4)cc23)cc1 (configuration not stated)	-13%	25%	-11%	-21%	nt	0%	6%	-9%
COC(=O)C1=NN(C(C)=O)C2(CC(=O)N(c3cccc(C)c3)C2=O)C1 (configuration not stated)	12%	0%	-2%	5%	?	0%	5%	8%
O=C1NCCCC2c3c(cc(Br)c(O)c3Br)OC12N1CCOCC1 (configuration not stated)	3.2µM*	14%	-5%	14%	7%	3%	?	?
COc1cccc2cc(C(C)N(CCCN3CCOCC3)C(=S)Nc3cccc(C)c3C)oc12 (configuration not stated)	-10%	-37%	-11%	nt	18%[46 µM]	-2%	1%	-15%

Compound profiles, from the list above. Screens in order: ALDH1A1 block | RECQ1 helicase | SMN2 splice enh | L3MBTL1 block | LMNA splice mod | KinaseGlo FLuc | KDM4E inh | Tau fibril ThT
CN1CCN(C(=O)c2ccc(-n3cccc3)cc2)CC1 in the list: 4% | -3% | 9% | -5% | 2% | 3% | 3% | -2%
CC(=O)NCCNc1nc(-c2ccccc2C(F)(F)F)nc2ccccc12 in the list: 15% | -6% | -4% | nt | -4% | 4% | -1% | -1%

Back to the main list, repeating the seven entries before the break.
SMILES	ALDH1A1 block	RECQ1 helicase	SMN2 splice enh	L3MBTL1 block	LMNA splice mod	KinaseGlo FLuc	KDM4E inh	Tau fibril ThT
COC(=O)Nc1c(C)n(C)n(-c2ccccc2)c1=O	5%	-5%	10%	-10%	2%	-1%	3%	-4%
O=C(CNC(=O)C(c1ccccc1)c1ccccc1)N/N=C\c1ccc2c(c1)OCO2	5%	-13%	6%	3%	-7%	0%	-3%	4%
CN1CCN(C(=O)c2ccc(-n3cccc3)cc2)CC1	4%	-3%	9%	-5%	2%	3%	3%	-2%
CCc1ccc(NC(=O)C(C)OC(=O)c2cc(=O)[nH]c3ccc(S(=O)(=O)Nc4ccc(F)cc4)cc23)cc1 (configuration not stated)	-13%	25%	-11%	-21%	nt	0%	6%	-9%
COC(=O)C1=NN(C(C)=O)C2(CC(=O)N(c3cccc(C)c3)C2=O)C1 (configuration not stated)	12%	0%	-2%	5%	?	0%	5%	8%
O=C1NCCCC2c3c(cc(Br)c(O)c3Br)OC12N1CCOCC1 (configuration not stated)	3.2µM*	14%	-5%	14%	7%	3%	?	?
COc1cccc2cc(C(C)N(CCCN3CCOCC3)C(=S)Nc3cccc(C)c3C)oc12 (configuration not stated)	-10%	-37%	-11%	nt	18%[46 µM]	-2%	1%	-15%
O=C(NC1CCCCCC1)c1c(O)c2ccccc2[nH]c1=O	-10%	-1%	3%	-3%	-2%	-7%	-8%	-8%
Cc1ccc(NC(=O)/C(=C/c2cccs2)NC(=O)c2ccco2)cc1	6%	-4%	14%	4%	-12%	1%	5%	0%
COc1ccc(NC(=S)Nn2cnnc2)cc1OC	4µM*	i	1%	0%	14%[46 µM]	1%	-17%	?
CCn1c(SCC(=O)N2CCC(C)CC2)nnc1-c1ccc(S(=O)(=O)N2CCN(C)CC2)cc1	?	i	12%	nt	-1%	16%	?	-20%
CCCn1c2c(c(O)c(C(=O)Nc3ccc(OCC)cc3)c1=O)CCCC2	8%	-2%	-18%	-2%	?	-8%	7%	-19%
CS(=O)(=O)N(CC(=O)NC1CCCC1)Cc1ccc(Cl)cc1	10%	i	4%	nt	4%	-3%	0%	-6%
Cc1c(C)n(CC(O)CNCCO)c2ccccc12 (configuration not stated)	?	i	-5%	4%	-15%[46 µM]	3%	?	-3%
Cc1nn(C)cc1C(C(=O)NC1CCCCC1)N(C(=O)Cc1cccs1)c1ccc(C(C)C)cc1 (configuration not stated)	5%	-1%	-37%[inhibitor]	-4%	3%	-4%	1%	-15%
COc1ccc(C(=O)/C=C/c2ccc(OC(=O)c3cc(OC)c(OC)c(OC)c3)cc2)cc1	5%	-11%	-10%	-3%	?	2%	-18%	?
O=C(N/N=C/c1ccccc1F)NC1CCCCC1	-16%	-11%	?	-1%	7%	2%	1%	2%
COc1ccc(C(=O)c2c(C)oc3ccc(O)c(CN4CCOCC4)c23)cc1	8%	i	-12%	nt	-3%	-1%	-5%	-9%
Cc1ccc2nc(NC(=O)CCCC(=O)O)sc2c1	0%	i	-8%	-2%	3%[46 µM]	-5%	0%	-1%
O=C(N/N=C/c1ccc(N2CCOCC2)cc1)c1ccc(NS(=O)(=O)c2cccs2)cc1	?	-6%	-3%	-12%	nt	2%	5%	?
O=C(O)C1C(=O)NCC1c1ccccc1 (configuration not stated)	9%	i	11%	0%	-13%[46 µM]	-3%	-1%	3%
O=c1c(CN2CCN(c3cccc(Cl)c3)CC2)coc2c(Cl)cc(Cl)cc12	-13%	i	2%	11%	-8%	0%	-8%	-6%
COc1ccc(S(=O)(=O)N(C)c2c(C)n(C)n(-c3ccccc3)c2=O)cc1OC	?	-4%	18%	-7%	-4%	-1%	-1%	10%
CCSC(SCC)[C@H](O)[C@@H](O)[C@H](O)[C@H](O)CO	3%	4%	-24%	-3%	-4%	2%	10%	-10%
CCCc1cc(=O)[nH]c(SCc2cc(C(=O)OC)c(C)o2)n1	-10%	i	-3%	2%	1%	2%	3%	-5%
O=C(N/N=C/c1c[nH]c2ccccc12)c1ccn[nH]1	-6%	-8%	27%	4%	9%[46 µM]	-6%	-7%	?
CCN(CC)CCOC(=O)[C@@H](Cc1cccc2ccccc12)C[C@@H]1CCCO1	?	-6%[25.9 µM]	-7%[20.6 µM]	nt	-5%	3%[17.1 µM]	-19%[25.5 µM]	nt
Cc1ccc(C)c(S(=O)(=O)Nc2ccc(C(N)=O)cc2)c1	?	i	-5%	11%	13%[46 µM]	2%	-12%	-5%
COc1ccc(C(CNC(=O)c2cc(C)oc2C)N2CCOCC2)cc1 (configuration not stated)	-15%	i	-13%	1%	6%	12%	2%	-17%
CCOC(=O)c1c(NC(=O)c2cnn3c2NC(c2cccc(OC)c2)CC3C(F)(F)F)sc2c1CCCC2 (configuration not stated)	-10%	-9%	1%	16%	?	1%	-5%	1%
Cc1ccc(C(=O)N2CCOCC2)cc1[N+](=O)[O-]	-4%	10%	-11%	1%	3%	-1%	-3%	-8%
CN(C)S(=O)(=O)c1cccc(NC(=O)CNCc2ccccn2)c1	?	-6%	nt	-24%	nt	nt	-6%	3%
COc1ccc(Oc2nc(SC)nc3ccccc23)cc1	?	-4%	-85%[inhibitor]	10%	-7%	5%	0%	?
CCN(CC1COc2ccccc2O1)C(=S)NC1CC2CCC1C2 (configuration not stated)	?	-11%	-5%	-1%[11.4 µM]	?	1%	5%	-6%
Cc1ccc(C(=O)Nc2ccc3[nH]c(=O)[nH]c3c2)c(C)c1	?	0%	nt	nt	nt	nt	?	-16%
CCOc1ccc(-c2nnc(-c3cccnc3)o2)cc1OCC	?	0%	-4%	5%	-5%	-2%	?	0%

Screening results (PubChem)
